TSHR antag: antagonists of human thyroid stimulating hormone receptor | activity change, negative = inhibition, % at 11.5 µM | 330,000 tested, 0.2% active | AID 504810 | P16473 | TSHR-expressing cells, TSH-stimulated cAMP HTRF, 2 h; hits give low values;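 active = activity change below a set negative limit, meaning inhibition stronger than a set level, cut at about -70% in these data; inconclusive = activity change between two set negative limits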; note: % is set by controls: 0 for no effect and ±100 for the full control effect
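Antagonism was scored as loss of TSH-driven cAMP in TSHR cells, stimulated with 4nM TSH (EC80) for 2 hours at 37 deg C and detected by homogeneous HTRF competition immunoassay.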
ELG1 DNA repair: blocks ELG1-dependent DNA repair in HEK293T cells; HEK293T ELG1-luciferase reporter, luminescence, 16 h; DNA damage induced by 5-fluorouridine; Potency, µM (titrated, usually from 46.1 µM), for inactives: at the highest dose activity change, negative = inhibition, actives largely listed as inhibitors; 330,000 tested, 2.3% active; AID 504467; note: potency is the fitted concentration of half-maximal effect; % is set by controls: 0 for no effect and ±100 for the full control effect; nearly all actives have a fitted effect of over 55% in size
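In this reporter screen, reduction of luminescence relative to DMSO vehicle indicated activity. Compounds and 5-fluorouridine were added together to 2,000 cells per well, incubated for 16 hr at 37 °C, then developed with ONE-Glo.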
USP2a inh: USP2a (human) protease inhibition | Potency, µM (series often up to 38.3 µM), without a hit: at the top dose activity change, negative = inhibition, actives largely listed as inhibitors | USP2 core, Ub-CHOP2 coupled fluorogenic reporter, 485/531 | 330,000 tested, 0.01% active | O75604 | AID 463254;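 note: potency is the fitted concentration of half-maximal effect; plate controls were DMSO wells for no effect and full inhibition by NEM control for full effect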
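USP2 core (10nM final) preincubated 30min RT with compound in 20mM Tris-HCl pH 8.0, 2mM CaCl2, 2mM beta-mercaptoethanol, 0.05% CHAPS; 25nM Ub-CHOP2 plus 25nM reporter substrate added, fluorescence (Ex485/Em531) read after 60min.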
Tb PFK block: T. brucei PFK enzyme inhibition; T. brucei PFK, ADP-Glo luminescence; Potency, µM (doses to about 57.5 µM), for inactives: top-dose activity, negative = inhibition, actives largely listed as inhibitors; 330,000 tested, 0.17% active;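 note: potency is the fitted concentration of half-maximal effect; 0% = uninhibited 1x PFK enzyme wells and -100% = no-enzyme wells; nearly all actives have a fitted effect of over 60% in size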
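Compounds were pin-transferred as a titration series up to 57 uM into substrate buffer (0.5 mM F6P, 0.1 mM ATP, pH 8.0), then 1.25 nM PFK was added and reactions ran 45 min before ADP-Glo detection.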
B2AR arrestin: recruits beta-arrestin to the human beta2-adrenergic receptor; beta-arrestin recruitment to beta2AR, cell-based reporter; P07550; Potency, µM (doses to about 46.1 µM), for the others: top-dose activation, most hits filed as activators; 330,000 tested, 0.02% active;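 note: potency is the fitted concentration of half-maximal effect; 0% = DMSO controls and full agonism = EC100 isoproterenol or metaproterenol; nearly all actives have a fitted effect of over 65% in size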
BCR signal inh: chronic active BCR signaling inhibition; ABC-DLBCL IkBa-CBG/CBR reporter, luminescence ratio, 4 h; Potency, µM (series often up to 46.1 µM), inactives show top-dose ratio change, negative = lower green/red ratio, most hits filed as inhibitors; 340,000 tested, 0.05% active; AID 493014; active = well fitted inhibition curve with a large enough effect in the signal ratio, with a control signal flat, not every such curve was filed as active; inconclusive = small, poorly fitted or top-dose-only effect, or effect the other way, or a change in a side signal; the % refers to the signal ratio;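 note: potency is the fitted concentration of half-maximal effect; plate controls were basal doxycycline-induced cells for no effect and cells given 10 µM MG132 for full effect; MG132 reads +100%, hits lower the ratio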
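Doxycycline induced both beetle luciferases in TMD8 lymphoma cells; IKK-driven degradation limits the IkappaBalpha-fused green signal, while red luminescence normalises for cell number and nonspecific effects. Compounds tested up to 46 uM, 4 hrs.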
Mito fusion act: mitochondrial division inhibition or fusion activation; S. cerevisiae fusion-defective mutant growth rescue, CellTiterGlo 48 h; Potency, µM (doses to about 46.1 µM), inactives show at the highest dose growth rescue (activation), most hits filed as activators; 320,000 tested, 0.23% active;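 note: potency is the fitted concentration of half-maximal effect; % of control where 0% means no effect; nearly all actives have a fitted effect of over 45% in size; temperature-sensitive fusion mutants such as fzo1-1 at 37 °C on non-fermentable ethanol glycerol medium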
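Yeast fusion mutant, YPEG (non-fermentable carbon), compound, 48 h at 37C non-permissive; CellTiterGlo added, 10 min RT, luminescence read. Rescued growth = division inhibition.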
TSG101-PTAP inh: blocks PTAP/TSG101 interaction to inhibit HIV-1 budding; Q99816; Fluorescence polarization, FITC-PTAP peptide / Tsg101 binding; Potency, µM (top dose mostly 115 µM), for inactives: top-dose activity change, negative = inhibition, usual class: inhibitors; 340,000 tested, under 10 active; AID 493005; active = well fitted inhibition curve with a large enough effect in the main read-out, with a control signal flat, not every such curve was filed as active; inconclusive = small, poorly fitted or top-dose-only effect, or effect the other way, or a change in a side signal; inactive = no such curve, though single readings can be large or run the other way; note: potency is the fitted concentration of half-maximal effect; % of control where 0% means no effect
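Steps: Tsg101 binding domain dispensed (10 uM final), compounds pinned in DMSO, FITC-labeled PTAP-motif peptide added (50 nM final); after 20 min binding at room temperature, polarization measured.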
Eya2 phos inh: blocks the phosphatase activity of human Eya2; recombinant Eya2, OMFP fluorescence dephosphorylation (OMFP is methylfluorescein phosphate); Potency, µM (series often up to 76.9 µM), inactives show at the highest dose activity, negative = inhibition, usual class: inhibitors; 330,000 tested, 0.006% active; note: potency is the fitted concentration of half-maximal effect; % is set by controls: 0 for no effect and ±100 for the full control effect
Target sequence (O00167 whole entry, looked up): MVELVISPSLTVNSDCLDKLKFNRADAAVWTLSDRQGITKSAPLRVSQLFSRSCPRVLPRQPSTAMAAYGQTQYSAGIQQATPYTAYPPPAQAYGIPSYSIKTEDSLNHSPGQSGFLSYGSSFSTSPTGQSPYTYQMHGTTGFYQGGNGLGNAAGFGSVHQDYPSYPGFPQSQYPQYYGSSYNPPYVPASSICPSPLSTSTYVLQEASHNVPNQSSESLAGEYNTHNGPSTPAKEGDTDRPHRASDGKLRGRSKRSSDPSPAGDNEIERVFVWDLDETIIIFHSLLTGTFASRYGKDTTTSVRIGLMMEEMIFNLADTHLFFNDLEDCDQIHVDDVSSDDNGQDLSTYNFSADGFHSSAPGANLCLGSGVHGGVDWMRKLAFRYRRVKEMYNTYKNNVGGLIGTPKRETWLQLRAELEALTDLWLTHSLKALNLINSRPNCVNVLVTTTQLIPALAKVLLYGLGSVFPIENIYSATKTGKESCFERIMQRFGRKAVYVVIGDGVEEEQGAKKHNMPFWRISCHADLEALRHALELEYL
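Eya2 protein (added as 0.2 uM solution) was preincubated with compound for 10 min at ambient temperature in 50 mM HEPES pH 7.5, 50 mM NaCl, 5 uM MgCl2, 0.05% BSA, 1 mM DTT. OMFP (added at 50 uM) then reacted 10 min; fluorescence read at 485/525 nm.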
uPA surface inh: inhibitors of cell surface uPA generation | Potency, µM (highest dose often 38.3 µM), for inactives: at the highest dose activity change, negative = inhibition, usual class: inhibitors | 330,000 tested, 0.31% active | cell surface uPA generation assay, qHTS; active = well fitted inhibition curve with a large enough effect; inconclusive = small, poorly fitted or top-dose-only effect; inactive = no such curve, though single readings can be large or run the other way; tested in mouse RAW 264.7 cells; note: potency is the fitted concentration of half-maximal effect; % is set by controls: 0 for no effect and ±100 for the full control effect; nearly all actives have a fitted effect of over 55% in size
TCR activator: T cell receptor activation; primary human leukocytes, anti-CD3, IL-2 HTRF, 48 h; Potency, µM (titrated, usually from 9.22 µM), without a hit: at the highest dose activation of IL-2 secretion, hits mostly activators; 330,000 tested, under 10 active; AID 504894; note: % of control where 0% means no effect
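Activity was scored as IL-2 release from primary human leukocytes given only a TCR signal (a-CD3 beads) plus compound for 48 hr. Detection used a two-antibody HTRF format read at 665nm.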
* marks the source's active call; other numbers are inactive results; ? = inconclusive; . = no result given. Unless noted, calls come from the whole dose curve; as a rule, active = well fitted curve in the direction sought with a large enough effect; inconclusive = small, poorly fitted or top-dose-only effect, or another doubt; inactive = no such curve, though single readings can be large; an effect the other way counts as inactive or inconclusive.

Structure	TSHR antag	ELG1 DNA repair	USP2a inh	Tb PFK block	B2AR arrestin	BCR signal inh	Mito fusion act	TSG101-PTAP inh	Eya2 phos inh	uPA surface inh	TCR activator
CC1CCC(NC(=O)c2cc(C3CC3)nn2-c2ccccc2)CC1 (configuration not stated)	-9	-1%	0%	0%	-0.1%	0%	?	-2%	-26%	20%	1%
CCCC(=O)Nc1ccc(C#Cc2ccccc2)cc1	-26	?	-4%	-2%	0.0%	?	7%	-10%	6%	-1%	-1%
COc1ccccc1C(=O)NCCCNC(=O)c1ccccn1	0	-4%	5%	1%	0.0%	0%	8%	-4%	16%	5%	3%
Cc1ccc(C)c2sc(N)nc12	4	11%	2%	0%	-0.1%	-10%	0%	-2%	-22%	-12%	-4%
CN(Cc1nc2ccccc2c(=O)[nH]1)C(=O)c1cccc(S(=O)(=O)N2CCc3ccccc32)c1	12	?	1%	0%	-0.7%	-14%	.	-5%	8%	-3%	-3%
CCN(C(=O)c1ccc2c(=O)n3c(nc2c1)CCCCC3)c1ccc(F)cc1	8	3%	-10%	-7%	-0.1%	8%	10%	-5%	0%	-2%	0%
CC(C)CNC(=O)NC(=O)COC(=O)Cn1cnc2ccccc2c1=O	-8	-2%	0%	-5%	-0.1%	0%	6%	1%	14%	-1%	-6%
Fc1cccc(CNCc2ccc3c(c2)OCO3)c1	-10	-6%	0%	0%	2.8%	6%	-3%	-5%	13%	19%	12%
COc1ccc(OC)c(N(CC(=O)N2CCC(C)CC2)S(=O)(=O)c2ccc(OC)c(OC)c2)c1	2	-13%	-1%	-2%	-0.7%	6%	0%	0%	7%	2%	1%
CCOC1=NC(C(=O)O)c2ccccc2/C(=C(/C)Cl)N1 (configuration not stated)	3	1%	-1%	1%	0.1%	3%	-15%	1%	0%	-6%	2%
CC1CCCN(Cc2nc(Cc3ccccc3Cl)no2)C1 (configuration not stated)	-5	?	-6%	-1%	-0.2%	10%	-1%	-3%	-12%	2%	-3%
CS(=O)(=O)N1CCN(C(=O)Nc2ccccc2)CC1	-12	3%	0%	0%	-0.6%	?	-4%	-6%	-5%	5%	1%
CCOC(=O)c1nn(C23CC4CC(CC(C4)C2)C3)c2c1C(=O)N(c1ccc(C)cc1)C2=O	10	1%	4%	3%	-0.4%	4%	1%	-1%	-23%	2%	0%
Cc1ccc(S(=O)(=O)NN=C2C3CC4CC(C3)CC2C4)cc1	3	-3%	4%	-1%	-0.2%	-3%	-5%	0%	16%	3%	-2%
Oc1ccc(/C=N/N2CCN(c3ccccn3)CC2)cc1	-2	?	2%	-8%	-0.7%	2%	1%	2%	-6%	?	-1%
O=C(Nc1ccc(Cl)cc1)N1CCN(c2ccc3nnc(-c4ccc(F)cc4)n3n2)CC1	12	4.6µM*	-4%	4%	0.0%	6%	1%	-2%	-25%	-11%	3%
COc1ccc(NC(=O)CN2C(=O)CSC(C)C2=O)cc1 (configuration not stated)	-2	3%	1%	4%	-0.8%	7%	0%	-7%	1%	0%	2%

Filtered by structure, those above with a carbonyl joined to an NH by a bond outside any ring (7)
Structure	TSHR antag	ELG1 DNA repair	USP2a inh	Tb PFK block	B2AR arrestin	BCR signal inh	Mito fusion act	TSG101-PTAP inh	Eya2 phos inh	uPA surface inh	TCR activator
CC1CCC(NC(=O)c2cc(C3CC3)nn2-c2ccccc2)CC1 (configuration not stated)	-9	-1%	0%	0%	-0.1%	0%	?	-2%	-26%	20%	1%
CCCC(=O)Nc1ccc(C#Cc2ccccc2)cc1	-26	?	-4%	-2%	0.0%	?	7%	-10%	6%	-1%	-1%
COc1ccccc1C(=O)NCCCNC(=O)c1ccccn1	0	-4%	5%	1%	0.0%	0%	8%	-4%	16%	5%	3%
CC(C)CNC(=O)NC(=O)COC(=O)Cn1cnc2ccccc2c1=O	-8	-2%	0%	-5%	-0.1%	0%	6%	1%	14%	-1%	-6%
CS(=O)(=O)N1CCN(C(=O)Nc2ccccc2)CC1	-12	3%	0%	0%	-0.6%	?	-4%	-6%	-5%	5%	1%
O=C(Nc1ccc(Cl)cc1)N1CCN(c2ccc3nnc(-c4ccc(F)cc4)n3n2)CC1	12	4.6µM*	-4%	4%	0.0%	6%	1%	-2%	-25%	-11%	3%
COc1ccc(NC(=O)CN2C(=O)CSC(C)C2=O)cc1 (configuration not stated)	-2	3%	1%	4%	-0.8%	7%	0%	-7%	1%	0%	2%

A second format for 2 compounds above.
Below each SMILES – TSHR antag | ELG1 DNA repair | USP2a inh | Tb PFK block | B2AR arrestin | BCR signal inh | Mito fusion act | TSG101-PTAP inh | Eya2 phos inh | uPA surface inh | TCR activator
Cc1ccc(C)c2sc(N)nc12
→ 4 | 11% | 2% | 0% | -0.1% | -10% | 0% | -2% | -22% | -12% | -4%
Fc1cccc(CNCc2ccc3c(c2)OCO3)c1
→ -10 | -6% | 0% | 0% | 2.8% | 6% | -3% | -5% | 13% | 19% | 12%

Screening data: PubChem BioAssay, National Center for Advancing Translational Sciences (NCATS)
